# Screening results deposited in PubChem by The Scripps Research Institute Molecular Screening Center.
# GSTO1 counter – counter-screen for RBBP9 inhibitors: inhibitors of human GSTO1 | P78417 | recombinant GSTO1, activity-based probe fluorescence polarization | inhibition, % at 5.96 µM | actives 1.1% (n = 300,000);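 active = inhibition above the campaign mean inhibition plus 3 SD, cut at about 35% in these data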;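 note: 0% = GSTO1-1 with DMSO and 100% = wells lacking GSTO1-1 enzyme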
# LYPLA1 inh – blocks human lysophospholipase 1, a PME1 counter-screen. O75608. recombinant LYPLA1, FP-Rh probe fluorescence polarization. inhibition, % at 5.9 µM. actives 0.16% (n = 320,000). AID 2174;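 active = inhibition above the mean of all tested compounds plus 3 SD, set per campaign, cut at about 14% in these data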;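 note: inhibitors block serine hydrolase probe labeling of LYPLA1 so polarization falls; 0% = enzyme with DMSO and 100% = wells lacking LYPLA1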
# PAFAH1B2 FP inh – blocks human PAF acetylhydrolase 1b catalytic subunit 2. P68402. recombinant PAFAH1B2, FP-rhodamine activity probe, fluorescence polarization. inhibition, % at 3.39 µM. actives 1.2% (n = 340,000). AID 492953;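 active = inhibition above the mean of all tested compounds plus 3 SD, cut at about 24% in these data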;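 note: 0% = enzyme with DMSO and 100% = wells lacking PAFAH1B2; many of its hits are not listed in these tables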
# PREPL inhibitor – inhibits the human prolyl oligopeptidase-like enzyme. Q4J6C6. recombinant PREPL, fluorescence polarization activity-based probe. inhibition, % at 5.96 µM. actives 0.68% (n = 320,000); in the data active = inhibition above about 43%;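 note: 0% = enzyme with DMSO and 100% = wells lacking enzyme; many of its hits are not listed in these tables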
# pPAFAH inh – pPAFAH (human) enzyme inhibition. Q13093. recombinant pPAFAH, FP-rhodamine probe fluorescence polarization. inhibition, % at 3.39 µM. actives 1.5% (n = 330,000). AID 463082;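 active = inhibition above the mean inhibition across the screen plus 3 SD, cut at about 25% in these data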;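 note: inhibitors block binding of the rhodamine activity-based probe so polarization drops; 0% = enzyme with DMSO and 100% = wells lacking pPAFAH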
# PME-1 primary – PME-1 (human) inhibition; Q9Y570; recombinant PME-1, FP-Rh probe fluorescence polarization; inhibition, % at 5.9 µM; actives 0.53% (n = 320,000); AID 2130;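 active = inhibition above the campaign mean of all compounds plus 3 SD, cut at about 26% in these data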;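 note: competitive labeling of PME-1 active site by serine hydrolase directed probe; 0% = PME-1 with DMSO and 100% = wells lacking PME-1 enzyme; inhibitors block probe labeling so polarization falls and inhibition rises; many of its hits are not listed in these tables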
# Target sequence (Q9Y570 whole entry, looked up): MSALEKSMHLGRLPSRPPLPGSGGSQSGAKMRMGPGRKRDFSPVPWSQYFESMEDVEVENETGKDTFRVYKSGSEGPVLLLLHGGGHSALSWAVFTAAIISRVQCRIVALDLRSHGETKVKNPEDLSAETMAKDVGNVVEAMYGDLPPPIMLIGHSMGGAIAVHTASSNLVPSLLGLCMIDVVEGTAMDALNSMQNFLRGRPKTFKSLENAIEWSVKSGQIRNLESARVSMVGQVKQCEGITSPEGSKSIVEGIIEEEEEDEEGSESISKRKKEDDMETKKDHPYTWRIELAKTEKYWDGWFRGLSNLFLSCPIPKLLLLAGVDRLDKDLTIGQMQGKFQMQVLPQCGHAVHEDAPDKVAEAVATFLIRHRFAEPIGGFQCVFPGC
# PAFAH1B3 FP inh – PAFAH1B3 (human) inhibition; Q15102; inhibition, % at 3.39 µM; AID 492972; actives 0.28% (n = 340,000); recombinant PAFAH1B3, FP-rhodamine probe, fluorescence polarization;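 active = inhibition above the screen-wide average of all tested compounds plus 3 SD, cut at about 25% in these data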;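 note: 0% = enzyme with DMSO only and 100% = wells lacking PAFAH1B3 protein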
# Target sequence (Q15102 whole entry, looked up): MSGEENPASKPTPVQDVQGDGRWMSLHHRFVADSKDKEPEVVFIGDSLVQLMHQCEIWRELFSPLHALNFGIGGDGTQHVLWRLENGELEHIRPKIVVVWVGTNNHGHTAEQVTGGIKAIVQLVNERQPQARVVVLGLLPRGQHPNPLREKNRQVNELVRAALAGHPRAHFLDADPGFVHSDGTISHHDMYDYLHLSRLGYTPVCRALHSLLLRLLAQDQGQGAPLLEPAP
# LYPLA2 counter – LYPLA2 (human) inhibition in PME1 counter-screen | recombinant LYPLA2, FP-Rh probe fluorescence polarization | inhibition, % at 5.9 µM | actives 0.38% (n = 320,000) | AID 2177;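 active = inhibition above the screen-wide mean plus 3 SD, limit set per campaign, cut at about 26% in these data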;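 note: 0% = LYPLA2 with DMSO and 100% = wells lacking LYPLA2 enzyme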
# Target sequence (O95372 whole entry, looked up): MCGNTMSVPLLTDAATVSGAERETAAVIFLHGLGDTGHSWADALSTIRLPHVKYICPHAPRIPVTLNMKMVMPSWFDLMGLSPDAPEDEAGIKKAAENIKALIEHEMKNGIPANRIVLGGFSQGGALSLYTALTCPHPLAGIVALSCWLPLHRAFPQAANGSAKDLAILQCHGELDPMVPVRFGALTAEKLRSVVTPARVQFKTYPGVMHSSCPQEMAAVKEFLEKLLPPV
# PAD4 inh – PAD4 (human) enzyme inhibition; inhibition, % at 6.36 µM; recombinant PAD4, RCA probe fluorescence polarization; actives 0.41% (n = 330,000); Q9UM07; AID 485272;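 active = percent inhibition above a cutoff equal to the mean of all tested compounds plus 3 SD, cut at about 15% in these data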;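 note: 0% = PAD4 with RCA probe and DMSO and 100% = probe without PAD4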
# An asterisk follows results filed as active; · = not tested or not shown; & = joins results of further samples. An excerpt; rates above refer to the full screens.
SMILES,GSTO1 counter,LYPLA1 inh,PAFAH1B2 FP inh,PREPL inhibitor,pPAFAH inh,PME-1 primary,PAFAH1B3 FP inh,LYPLA2 counter,PAD4 inh
CCCN(CCC)CCNS(=O)(=O)c1ccc2c(c1)oc(=O)n2C,6,2,1,-3,-1,-4,5,1,-4
CCOc1ccc2oc(C(=O)OCC(=O)NC3CC3)c(C)c2c1,1,4,4,5,1,7,-1,4,0
CC1(C)CC(=O)c2sc(NC(=O)c3ccco3)nc2C1,-8,1,3,8,0,-2,1,-2,-2
Cc1ccc(C(=O)C(C)Oc2ccc3ccc(=O)oc3c2)cc1 (centres undefined),-2,3,1,-4,2,-1,6,12,1
CCn1c(SCC(=O)N2CCC(C(N)=O)(N3CCCCC3)CC2)nnc1-c1ccccc1,8,2,3,-4,4,0,6,8,-8
CCSc1nc2ccccc2n1C(=O)c1ccc(S(=O)(=O)N2CCCCC2)cc1,4,-2,9,3,0,-3,2,-7,0
COCOc1ccc(-c2cc(=O)c3c(OCOC)cc(OCOC)cc3o2)cc1,-3,4,·,0,6,-16,·,7,0
O=C(c1[nH]ncc1-c1ccccc1)C1CO1 (centres undefined),20,0,1,-6,-3,0,5,-1,-1
CC(C)(C)NC(=O)NC(=O)CN1CCCc2ccccc21,2,-1,1,2,1,-1,-1,0,-19
Cc1cccc(C)c1NC(=O)c1c[nH]c2ccccc12,14,-2,11,1,3,0,6,-8,-4
CN(C)c1nc(-c2ccccn2)nnc1-c1ccccc1,2,0,3,52*,8,1,9,-3,-6
CCN(CC)C(=O)Cn1cc(C(=O)C(=O)N2CCN(c3ccc(OC)cc3)CC2)c2ccccc21,5,1,3,2,6,-1,3,5,1
Cc1cc[n+](CC(=O)c2ccccc2)c2ccccc12,7,3,3,60*,9,5,6,1,-1
COc1ccc(S(=O)(=O)N2CCCC2c2cccs2)cc1 (centres undefined),3,1,9,-6,0,8,4,1,2
CC(=O)c1c(C)[nH]c(C(=O)CSc2nnc(N)s2)c1C,9,2,6,-1,3,-1,3,0,-3
COc1ccccc1NC(=O)C1=C(C)Nc2nc(CCCO)nn2C1c1ccc2c(c1)OCO2 (centres undefined),4,2,6,-5,7,2,6,3,-3
CC1CCN(c2c([N+](=O)[O-])c(=O)oc3ccccc23)CC1,-8,-2,1,6,9,3,5,2,-2
CCOc1cc(/C=N\NC(=O)c2ccc(NC(=O)C(C)(C)C)cc2)ccc1OC(=O)c1ccc(OC)cc1,-6,-5,1,17,-12,-5,0,-10,-5
CC(CN(C)C)CN1c2ccccc2CCc2ccccc21 (centres undefined),5,-1,2,16,2,-4,4,-3,-5
C=C(C)Cn1c(N2CCN(c3ccc(OC)cc3)CC2)nc2c1c(=O)n(C)c(=O)n2C,1,1,0,42,5,4,6,2,-1
CCc1ccc(S(=O)(=O)Nc2ccc(C)c(NS(C)(=O)=O)c2)cc1,0,0,·,-2,19,0,·,6,2
O=[N+]([O-])c1ccccc1CNCCCCO,1,0,-1,9,3,3,-2,4,-4
Cc1ccc(NC(=O)N[C@@H](CC(C)C)C(=O)O)c(C)c1,3,-4,4,-4,-5,-5,-1,-3,3
CCCCCOc1ccc(C(=O)NCCC(=O)NCCCC(=O)OCC)cc1,1,1,8,0,20,-3,4,3,2
CC(C)(C)OC(=O)NCCCCC1=CC2=CC(=O)C(C)(OC(=O)c3cnc4ccccc4n3)C(=O)C2=CO1 (centres undefined),19,17*,·,11,42*,18,·,20,11
O=C(c1cc(-c2ccc3c(c2)OCO3)on1)N1CCOCC1,-4,1,1,4,6,3,1,1,0
CC(=O)Nc1cccc(C(=O)/C=C/c2ccc[nH]2)c1,13,-4,0,7,0,-3,7,-1,-3
CC[C@]12c3[nH]c4ccc(Cl)cc4c3CCN1C(=O)[C@@H](CC(=O)NCCN1CCOCC1)C[C@@H]2C(=O)N1CCN(C(=O)c2ccco2)CC1,·,·,-3,·,2,·,4,·,0
NC(=O)N=Nc1c2[nH]c3ccccc3nc-2c2ccccc12,-3,2,·,11,12,3,·,1,-4
CCN(CC(=O)NCc1cccs1)S(=O)(=O)c1ccc(F)cc1,-2,2,2,-3,7,5,2,5,0
CCN(C[C@H]1N[C@@](C)(C(=O)OC)[C@H]2C(=O)N(Cc3ccccc3)C(=O)[C@@H]12)C(=O)COC,·,·,3,3,3,·,2,·,3
Cc1ccc(N2CC(C(=O)NC3CC3)CC2=O)cc1 (centres undefined),11,2,-1,10,-3,-11,4,-3,2
Cc1ccc(C(=O)NCc2cccnc2)o1,2,0,0,6,-3,1,0,0,0
COc1cc(C2C(C#N)=C(N)N(c3cccnc3)C3=C2C(=O)CCC3)ccc1O (centres undefined),11,-2,3,25,2,-9,20,2,-2
CN1CC(C(=O)Nc2ccc(F)c(Cl)c2)CC1=O (centres undefined),8,-3,7,-3,-5,-11,0,0,-4
Cc1cccc(OCCC(=O)Nc2ccc(C)c(S(=O)(=O)N3CCOCC3)c2)c1,·,·,6,14,6,·,3,·,1

# Next section; it opens with the three that closed the last part.
SMILES,GSTO1 counter,LYPLA1 inh,PAFAH1B2 FP inh,PREPL inhibitor,pPAFAH inh,PME-1 primary,PAFAH1B3 FP inh,LYPLA2 counter,PAD4 inh
COc1cc(C2C(C#N)=C(N)N(c3cccnc3)C3=C2C(=O)CCC3)ccc1O (centres undefined),11,-2,3,25,2,-9,20,2,-2
CN1CC(C(=O)Nc2ccc(F)c(Cl)c2)CC1=O (centres undefined),8,-3,7,-3,-5,-11,0,0,-4
Cc1cccc(OCCC(=O)Nc2ccc(C)c(S(=O)(=O)N3CCOCC3)c2)c1,·,·,6,14,6,·,3,·,1
O=C(N/N=C\c1ccc(Br)o1)C1COc2ccccc2O1 (centres undefined),5,0,5,-1,5,1,5,5,-1
COCCNC(=O)c1n[nH]c2ccccc12,-2,-1,4,9,-2,-1,6,-6,-2
COc1cccc(NC(=O)C2C3C=CC4(O3)C2C(=O)N(C(C)C)C4C(=O)NC2CCCCC2C)c1 (centres undefined),-7,0,5,4,-2,4,0,5,1
CCC(Oc1ccccc1)C(=O)OCC(=O)Nc1sccc1C(N)=O (centres undefined),·,-1,-4,-4,0,5,-10,2,-4
Cc1cc(C)nc(N(C#N)Cc2cccc(Cl)c2)n1,4,-4,1,-17,-2,0,6,4,-1
c1cn(-c2ccc(-c3ccnc4ncnn34)cc2)cn1,-6,-4,4,-7,-2,-6,1,2,1
Cc1ccc(OCc2ccc(C(=O)N3CCCC3)o2)c([N+](=O)[O-])c1,-2,0,10,13,6,1,2,0,-1
N#C/C(=C\c1ccc(-c2ccc(C(=O)O)cc2)o1)C(=O)Nc1ccc(F)cc1,1,-1,4,10,7,14,13,18,-7
O=C(NNC(=S)Nc1cccc(Cl)c1)c1ccccc1OC(F)F,2,-1,7,-2,7,0,12,0,-5
CC(=O)N1N=C2/C(=C/c3ccccc3)CCCC2C1c1ccccc1 (centres undefined),2,-1,3,18,6,5,5,10,-2
Cc1ccc(C(=O)NNC(=O)Cc2cccs2)cc1,4,-2,1,-4,9,1,4,7,1
COc1ccccc1OCCCCN1CCCCC1,8,-2,1,0,-8,-13,4,-1,0
Cc1cc(C)cc(-c2nnc(SCC(=O)NC3CC3)o2)c1,·,3,5,9,1,-1,15,2,-1
CCN(CC)S(=O)(=O)c1ccc2c3c(cccc13)C(=O)N2,-5,-1,2,-2,0,9,4,-2,3
CC(C)OC(=O)CSc1nnc2n1C(C)(C)Cc1ccccc1-2,-5,2,5,-10,-4,-8,1,1,-1
CCOC(=O)c1c(NC(=O)CN2C(=O)c3ccccc3C2=O)sc(Cc2ccc3c(c2)OCO3)c1C,4,-2,3,0,-2,0,12,5,-4
O=C1OCCN1C(=O)[C@H]1[C@H](c2ccccc2)C(c2ccccc2)=NN1c1ccc(Br)cc1,·,·,4,·,10,·,8,·,3
c1ccc2oc(-c3ccn[nH]3)cc2c1,2,0,3,7,3,-2,8,5,1
O=C(c1ccccc1)N1CCCOC1c1ccccc1 (centres undefined),0,7,4,-1,0,10,2,5,0
O=C(NNS(=O)(=O)c1ccc([N+](=O)[O-])cc1)C(=O)Nc1cccc(C(=O)O)c1,18,1,4,5,-3,-9,-7,2,-1
Cc1ccc(-c2nnc3c4ccccc4c(C)nn23)cc1S(=O)(=O)N1CCN(C)CC1,1,3,2,3,3,0,8,7,5
O=C(c1cccc(F)c1F)N1CCCC1,0,2,4,-7,-9,-2,-2,-7,0
CCOC(=O)COn1c(=O)c(-c2ccc(OCC)cc2)[n+]([O-])c2ccccc21,6,-5,6,15,2,12,-2,13,-1
Cc1ccccc1CNS(=O)(=O)c1c(C(=O)N2CCCC2)c(C)n(C)c1C,-2,1,0,-5,6,10,3,9,6
O=C(CSc1cccs1)Nc1ccc2ccccc2c1,-2,0,1,-40,14,2,3,6,-3
O=C(C1CCCN(c2ncnc3c2nc2n3CCCCC2)C1)N1CCN(c2ccccc2F)CC1 (centres undefined),2,-1,-3,-16,-3,-3,6,-6,-1
CCCn1nc(NC(=O)C2CCCO2)c2cc3cc(C)ccc3nc21 (centres undefined),2,2,3,5,-1,1,-1,3,-1
Cc1ccc(N=C2NC(=O)/C(=C\c3ccc(C)s3)S2)cc1,1,3,2,4,8,0,3,-7,-4
CSc1nc(C)c(C(=O)C[n+]2ccc(C)cc2)cc1C#N,2,2,8,9,1,-3,3,1,-7
COc1cc(C(=O)NC(=S)Nc2ccc3c(c2)C(=O)N(C)C3=O)cc(OC)c1OC,0,2,4,15,2,4,10,1,-11
Cc1ccccc1OCC(=O)Nc1ccc(S(=O)(=O)N2CCCC2)cc1,-6,0,6,-2,4,1,2,-2,0
O=C(Nc1cc(NC(=O)c2ccccc2F)ccc1Cl)c1ccccc1,2,-4,6,-5,4,-4,-3,-2,-2
CC1CCc2nc(N)c(C#N)c(-c3ccncc3)c2C1 (centres undefined),0,-1,5,-3,6,-1,-1,3,0
O=S(=O)(c1ccccc1)N1N=C(c2ccccc2)CC1c1ccccc1 (centres undefined),5,1,-1,14,1,-1,5,9,-5
CC1CCCCC12NC(=O)N(CC(=O)OCC(=O)Nc1ccc(F)cc1[N+](=O)[O-])C2=O (centres undefined),·,·,3,2,1,·,0,·,3
CC(C)c1ccc(NS(=O)(=O)c2cccc3cccnc23)cc1,-5,-4,13,-11,3,10,2,1,-1
CCOC(=O)C1(Cc2ccccc2C)CCCN(C(=O)CN2C(=O)CSC2=O)C1 (centres undefined),-8,-1,3,3,7,-1,-4,-1,0
COC(=O)c1ccccc1NC1=C/C(=N\S(=O)(=O)c2cccs2)c2ccccc2C1=O,79*,-3,19&20,24,21,18,55*,9,38*
COc1ccc(CNC(=O)C(C)n2nc(C)n3c(cc4occc43)c2=O)cc1 (centres undefined),-2,-2,-4,-2,-1,-3,3,-7,-7
COc1cccc(CNC(=O)CSCC(=O)Nc2ccc(C)cc2)c1,-9,-1,3,-10,8,4,1,2,-1
O=c1oc2ccccc2cc1-c1cn(-c2ccccc2)c(=S)[nH]1,-1,-3,4,16,0,-11,1,1,-2
Cc1nc2ccccc2c(C)c1CC(=O)N(CC(C)C)c1c(N)n(Cc2ccccc2)c(=O)[nH]c1=O,5,-3,0,5,-9,5,1,-6,1
COc1cc(-c2nc3ccc(N4CCN(C)CC4)cc3[nH]2)cc(OC)c1OC,11,1,3,10,5,5,-6,-3,-3
